# Screens: PubChem BioAssay, National Center for Advancing Translational Sciences (NCATS)
# pAkt inh: Akt phosphorylation inhibition | Neuro2A IGF-stimulated pAkt S473 HTRF, 20 min; stronger effect = lower value | activity change, % for hits at 50 µM | 360,000 compounds, 0.32% hits; in the data active = activity change below about -80%; inconclusive = mostly about -51% to -80%; also: % is scaled to controls: 0 for no effect and ±100 for the full control effect
#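 Neuro2A cells in DMEM with 0.5% FBS, overnight at 37 deg C, given compound at single 50 µM final, then IGF (6 nM final) for 20 min at 37 deg C. Lysed; phospho-Akt Ser473 by HTRF after 24 h, 665/615 ratio.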
# CCT chaperon mod: cytosolic chaperonin activity modulation. purified chaperonin ATPase assay, HTRF ADP detection, 30 min. activity change, % (no concentration beside the values), hits read low. 360,000 compounds, 0.3% hits; in the data active = activity change below about -30%; also: % is scaled to controls: 0 for no effect and ±100 for the full control effect
#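 Nucleotide hydrolysis assay: TRiC at 20–40 nM final (set by batch activity) with 10 uM ATP, 30 min at 37 °C, in presence of 76 uM compound. Detection by competitive ADP HTRF, 30 min ambient.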
# HepG2 viability: counter-screen for TGF-b inhibitors: cytotoxicity in HepG2 cells; HepG2 CAGA-GFP viability, ATP luminescence, 18 h; Potency, µM (titrated, usually from 46.1 µM), for inactives: at the highest dose activity change, negative = cytotoxicity, most hits filed as cytotoxic; 410,000 compounds, 0.76% hits; also: potency is read from the fitted curve at half-maximal effect; some results filed as inactive show a strong effect at the top dose
#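 CellTiter-Glo luminescence gave cytotoxicity after 18 hours at 37 degrees C. The cells were HepG2 CAGA-GFP in 1% FBS DMEM, stimulated with 500 pg/mL TGF-beta after compound addition. %Activity was normalised to no-cell wells (complete cell-killing) and DMSO (no toxicity), and curves were fitted and classified.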
# Nrf2 ARE act: activators of Nrf2 (ARE) signaling | AREc32 ARE-luciferase reporter (MCF7-derived line), luminescence, 24 h | Potency, µM (titrated, usually from 46.1 µM), inactives show top-dose activation, usual class: activators | 410,000 compounds, 0.31% hits | AID 624171; also: potency is read from the fitted curve at half-maximal effect; % of control where 0% means no effect; nearly all actives have a fitted effect of over 65% in size
#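 Reporter line AREc32 (ARE-Fluc), seeded overnight in OPTI-MEM with 5% FBS; compound pin-transferred, 24 hr at 37 deg C, 5% CO2; luminescent read-out.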
# A549 viability: kills or reduces viability of A549 cells in Nrf2 counter-screen; Potency, µM (titrated, usually from 46 µM), for the others: at the top dose activity change, negative = cytotoxicity, most hits filed as inhibitors; AID 504648; A549 ARE-Fluc cells, CellTiter-Fluor viability, 18-24 h; 390,000 compounds, 0.16% hits; also: potency is read from the fitted curve at half-maximal effect; % is scaled to controls: 0 for no effect and ±100 for the full control effect
#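 Cytotoxicity counterscreen: CellTiter-Fluor fluorescence was measured in A549 ARE_Fluc cells after 18-24 h of compound exposure in a concentration series. The subsequent BugLite luminescent read reports ARE-luciferase activity.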
# MmCpn inh: inhibitors of Methanococcus maripaludis chaperonin (MmCpn); purified Mm-Cpn ATPase, ADP Transcreener TR-FRET; Potency, µM (titrated, usually from 76.9 µM), for inactives: top-dose activity, negative = inhibition, actives largely listed as inhibitors; 330,000 compounds, 0.031% hits; AID 504842; also: potency is read from the fitted curve at half-maximal effect; % is scaled to controls: 0 for no effect and ±100 for the full control effect; nearly all actives have a fitted effect of over 80% in size
#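 25 nM Mm-CPN + cpd, 10 min 37°C; + 10 uM ATP, 30 min 37°C; buffer 30 mM Tris pH 7.4, 100 mM KCl, 5 mM MgCl2, 1 mM DTT; Transcreener ADP HTRF detection 30 min RT.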
# Abeta yeast res: restores growth of yeast expressing A-beta42 peptide; yeast expressing A-beta42, growth rescue, OD600, 48 h; response scale: 0% DMSO, 100% iron-clioquinol control; Potency, µM (doses to about 46.1 µM), for the others: top-dose growth rescue, most hits filed as activators; 410,000 compounds, 0.063% hits; AID 1347071; also: potency is read from the fitted curve at half-maximal effect; nearly all actives have a fitted effect of over 55% in size
#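 Growth rescue measured by 600 nm absorbance after 48 h yeast culture at 30 C with compound. Values normalized between DMSO and an equimolar ferric chloride plus clioquinol control.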
# TGFb SMAD3 inh: blocks TGF-b signaling; 410,000 compounds, 1.2% hits; AID 588855; HepG2 CAGA-GFP TGF-b/SMAD3 reporter, GFP fluorescence, 18 h; TGF-beta stimulated, 500 pg/mL final; Potency, µM (doses to about 46.1 µM), without a hit: at the highest dose activity, negative = inhibition, usual class: inhibitors; also: potency is read from the fitted curve at half-maximal effect; % is scaled to controls: 0 for no effect and ±100 for the full control effect; nearly all actives have a fitted effect of over 65% in size
#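 Smad-responsive CAGA-GFP expression was quantified in HEPG2 cells exposed to compounds and 500 pg/mL final TGF-beta for 18 h at 37 degrees C; unstimulated wells defined full inhibition.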
# Nrf2 block: inhibitors of Nrf2 signaling | 360,000 compounds, 2.1% hits | Potency, µM (top dose mostly 46 µM), for the others: at the highest dose activity change, negative = inhibition, most hits filed as inhibitors | A549 ARE-Fluc reporter, luciferase luminescence, 18-24 h; also: potency is read from the fitted curve at half-maximal effect; % is scaled to controls: 0 for no effect and ±100 for the full control effect; nearly all actives have a fitted effect of over 60% in size
#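 Nrf2 activity is the BugLite luminescence, read 15 min after reagent at room temperature, following CellTiter-Fluor cytotoxicity readout (30 min, 37C). Compound titrations were applied for 18-24 h to 5000 A549 ARE_Fluc cells/well in 5% FBS OPTI-MEM.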
# * hit, by the source's call; i = inactive; ? = inconclusive; . = not tested or not shown; [ ] = dose if it differs, or a comment. Unless noted, calls follow the shape of the dose curve; as a rule, active = well fitted curve in the direction sought with a large enough effect; inconclusive = small, poorly fitted or top-dose-only effect, or another doubt; inactive = no such curve, though single readings can be large; an effect the other way counts as inactive or inconclusive. Not a hit list, and some 4.3% of all compounds hit somewhere here.
# Preview:
SMILES,pAkt inh,CCT chaperon mod,HepG2 viability,Nrf2 ARE act,A549 viability,MmCpn inh,Abeta yeast res,TGFb SMAD3 inh,Nrf2 block
CSc1ccc(CN2CCN(S(=O)(=O)Cc3ccccc3)CC2)cc1,i,0.0,3%,0.1%,0%,1%,-13%,2%,2%
CC(=O)Nc1ccc(N(C(=O)c2ccco2)C(C(=O)NC2CCCC2)c2ccncc2)cc1 (centres undefined),i,0.7,5%,0.5%,-1%,0%,-6%,-2%,10%
CCCCCNC(=O)c1c[nH]c2ccc(S(=O)(=O)N3CCC(C)CC3)cc2c1=O,.,.,3%,-0.9%,0%,.,-8%,22%,.

# Results (from the top)
SMILES,pAkt inh,CCT chaperon mod,HepG2 viability,Nrf2 ARE act,A549 viability,MmCpn inh,Abeta yeast res,TGFb SMAD3 inh,Nrf2 block
CSc1ccc(CN2CCN(S(=O)(=O)Cc3ccccc3)CC2)cc1,i,0.0,3%,0.1%,0%,1%,-13%,2%,2%
CC(=O)Nc1ccc(N(C(=O)c2ccco2)C(C(=O)NC2CCCC2)c2ccncc2)cc1 (centres undefined),i,0.7,5%,0.5%,-1%,0%,-6%,-2%,10%
CCCCCNC(=O)c1c[nH]c2ccc(S(=O)(=O)N3CCC(C)CC3)cc2c1=O,.,.,3%,-0.9%,0%,.,-8%,22%,.
O=C(NCCc1ccc(Cl)cc1)C(=O)NCC(c1ccc2c(c1)OCO2)N1CCOCC1 (centres undefined),.,.,-16%,-0.8%,10%,.,-11%,-10%,.
Cc1nn(S(=O)(=O)c2ccc(F)cc2)c(C)c1S(=O)(=O)N1CCCCCC1,.,.,-8%,-0.2%,4%,.,1%,?,.
COc1ccc(C(=O)N(CCCO)Cc2cc3c(C)ccc(C)c3[nH]c2=O)cc1OC,i,0.2,-13%,0.5%,1%,0%,0%,-26%,4%
COc1ccc(OC)c(CCNC(=O)C2CCN(c3nnc(-n4cccc4)s3)CC2)c1,i,-0.9,-11%,3.9%,1%,1%,-5%,-9%,?
Cc1nn(C(=O)c2cccc(F)c2)c(C)c1S(=O)(=O)N1CCOCC1,.,.,-19%,-0.3%,1%,.,5%,0%,.
Nc1ncnc2nc(Sc3ccc(Cl)cc3)[nH]c12,i,1.0,5%,-0.8%,-4%,0%,-2%,8%,-4%
Cc1cc(C)c2c(=N)c3ccccc3n(CCCCCCCCn3c4ccccc4c(=N)c4c(C)cc(C)nc43)c2n1,i,-0.6,-94%,-0.8%,?,.,-83%[inhibitor],?,?
COC(=O)c1ccc(CNC(=O)C(C)N=C2NS(=O)(=O)c3ccccc32)cc1 (centres undefined),i,3.1,0%,-0.8%,-2%,-2%,-9%,-16%,-6%
Cc1occc1C(=O)NCc1cccc(CNC(=O)c2ccoc2C)c1,i,2.2,14%,-0.4%,1%,1%,10%,-5%,0%
O=C(COC(=O)c1c[nH]c2ccccc12)Nc1ccccc1,i,-1.3,-7%,1.7%,0%,2%,1%,-24%,22%
NS(=O)(=O)c1ccc(NC(=O)COC(=O)c2cc(Cl)ccc2[N+](=O)[O-])cc1,i,-18,0%,?,0%,0%,-8%,-17%,0%
CCN(CC)c1ccc(CNc2nc3ccccc3n2CC)cc1,i,-2.3,-38%,1.6%,1%,-2%,-10%,?,-5%
Nc1nccnc1C(=O)OCC(=O)c1ccc[nH]1,i,0.4,0%,-0.1%,-4%,-3%,-7%,7%,-1%
NC(=O)c1ccsc1NC(=O)COC(=O)CNC(=O)c1ccc(Cl)cc1,i,-1.3,3%,-0.8%,2%,-27%,8%,12%,2%
CC(C)c1ccc(NC(=O)[C@@H](C)NC(=O)[C@@H]2Cc3ccccc3CN2)cc1,i,0.8,0%,3.2%,-4%,-3%,1%,1%,7%
O=C(Nc1ccc2nc(SCC(=O)N3CCCC3)sc2c1)c1ccccc1F,.,.,-22%,0.9%,-8%,.,2%,0%,?
COCCNC(=O)C(c1ccc(C)cc1)N(C(=O)CCC(=O)Nc1ccccn1)c1ccc(F)cc1 (centres undefined),i,-1.9,-12%,-0.6%,0%,1%,-9%,-4%,-6%
CCCCCCC(=O)N/N=C(\C)Cc1ccccc1,i,-1.1,0%,-0.3%,-9%,0%,14%,1%,5%
N#Cc1cnn(-c2cc(Cl)ccc2Cl)c1N,i,-1.7,-6%,2.0%,.,.,-7%,-14%,.
COc1ccc(-n2c(=O)c3ccccc3n(Cc3ccccc3C)c2=O)c(OC)c1,.,.,-3%,1.2%,0%,.,-10%,-33%,-4%[9.27 µM]
CCCCC(CC)CNC(=O)CN(C)S(=O)(=O)c1ccc2c(c1)c(=O)n(C)c(=O)n2C (centres undefined),.,.,-5%,-0.2%,-4%,.,0%,-31%,-16%
COc1ccccc1-n1cnnc1SCC(=O)N1CC(=O)Nc2ccccc21,.,-2.0,-1%,-0.7%,1%,1%,9%,11%,7%
Cc1cc2ccccc2n1CCNC(=O)c1ccc(S(=O)(=O)N2CCCCC2)cc1,i,-3.6,-8%,-0.6%,-2%,14µM*,5%,-6%,2%
Cc1ccc(S(=O)(=O)N2CCC[C@H]2C(=O)Nc2ccccc2Cl)cc1,i,-0.7,3%,0.6%,-7%,0%,-21%,16%,?
CSc1ncccc1C(=O)Nc1nc2c(C)cccc2s1,i,-0.5,-3%,5.8%,16%,-5%,2%,-5%,5%
COC(=O)c1ccccc1CC1Cc2cc3c(cc2C1=O)CCC3 (centres undefined),i,-0.5,-43%,3.0%,10%,.,-4%,-26%,?
COC(=O)[C@@]1(Cc2ccccc2)[C@H]2C(=O)N(C)C(=O)[C@H]2[C@H]2CN=C(SCC3CC3)N21,i,0.2,2%,3.0%,7%,0%,-11%,?,20%
O=C(NCCNC(=O)c1ccccn1)c1ccc(F)cc1,i,2.1,5%,1.5%,-1%,0%,3%,-3%,-3%
Cc1cccc(C(=O)Nc2ccccc2SCC(=O)Nc2ccc(C)c(Cl)c2)c1,i,-1.8,-5%,-0.4%,?,0%,5%,-23%,?
O=C(Nc1ncnc2sc3c(c12)CCCCC3)c1ccccc1,.,-2.3,-22%,0.2%,-12%,1%,0%,0%,-23%
CCCOc1ccc(-c2csc3nc[nH]c(=O)c23)cc1,i,0.3,-17%,5.8%,6%,?,-5%,-18%,-3%
Cc1ccc(C)c(NC(=O)CNC(=O)N2CC(=O)Nc3ccccc32)c1,i,0.4,3%,-0.2%,10%,1%,0%,0%,?
CCCCn1c(N)c(N(CCOC)C(=O)c2ccc(N3CCCC3)c([N+](=O)[O-])c2)c(=O)[nH]c1=O,i,1.4,0%,0.4%,-13%,2%,0%,-10%,-9%
CCC(C(=O)Nc1ccc(C)c(Cl)c1)n1c(=O)c(-c2ccccc2NC(C)=O)nc2ccccc21 (centres undefined),.,.,-9%,-1.2%,7%,.,-6%,13µM*,19%
CCOc1ccc(NC(=S)c2ccncc2)cc1,i,1.9,7%,1.5%,-4%,-1%,10%,-9%,?
CCC1(c2ccccc2)NC(=O)N(CC(=O)Nc2cccc(C#N)c2)C1=O (centres undefined),i,1.3,-27%,0.1%,17%,0%,-6%,8%,11%
CCC1(c2ccc(Cl)cc2)NC(=O)N(CC(=O)NC2CCCC(C)C2C)C1=O (centres undefined),i,-0.4,-4%,6.6%,0%,-1%,21%,-31%,-23%
CCOC(=O)C1CCCN(C(=O)CSc2nccn2C)C1 (centres undefined),i,-4.7,-6%,0.3%,2%,2%,11%,19%,4%
O=C(CSc1nnc(-c2cccnc2)n1Cc1ccccc1)N1CCOCC1,i,-2.2,1%,-0.7%,2%,2%,0%,-4%,12%
O=C(CCCCl)Nc1c2c(nn1-c1ccccc1)CSC2,i,-3.1,20%,0.0%,0%,0%,0%,9%,-14%
Cn1c(SCC(=O)Nc2cccc(O)c2)nnc1-c1ccc(S(=O)(=O)N2CCOCC2)cc1,i,-2.1,2%,-1.3%,-1%[1.84 µM],0%,2%,-2%,-6%
CCSc1nc2c(c(=O)[nH]c(=O)n2C)n1CC(O)COc1ccc(Cl)cc1 (centres undefined),.,.,0%,-0.6%,-3%,.,-12%,?,?
CCc1ccc(NC(=O)COC(=O)c2ccc(Cl)c(S(=O)(=O)N3CCCCCC3)c2)cc1,i,-1.1,1%,-0.2%,13%,-3%,4%,28%,5%
O=C(NCC(=O)N(Cc1cccs1)C(C(=O)NC1CCCCC1)c1ccco1)c1ccco1 (centres undefined),i,1.1,-10%,0.3%,-5%,0%,15%,19%,-3%
COc1ccccc1CCN=C(N)NS(=O)(=O)c1ccccc1F,i,-1.1,4%,0.1%,1%,-1%,10%,14%,8%
C=CCc1c(C)[nH]c2ccc(C)cc2c1=O,i,-2.4,-14%,-0.9%,2%,-4%,-4%,-2%,-1%
CCCCn1c(=O)c(CCC(=O)OCC(=O)Nc2cc(Cl)ccc2OC)nc2ccccc21,i,-2.6,-3%,0.1%,-1%,1%,-2%,-2%,16%
COc1ccc(OCC(=O)Nc2ccccc2OC)cc1,?,-0.4,-10%,2.6%,-5%[1.84 µM],-1%,-10%,-5%,16%
COc1cc(NS(=O)(=O)c2ccc(NC(=O)COc3ccc(Cl)cc3Cl)cc2)nc(OC)n1,.,.,-26%,3.9%,-4%,.,2%,?,9%
C=CCNC(=O)CN1C(=O)NC(C)(c2ccc(OC)cc2)C1=O (centres undefined),i,-1.4,-15%,-0.9%,-7%,-1%,-6%,0%,10%
